Assay outcomes from PubChem BioAssay.
BAZ2B block: qHTS Assay for Inhibitors of BAZ2B; Potency, µM (top dose mostly 114 µM), without a hit: at the top dose activity change, negative = inhibition, actives largely listed as inhibitors; Bromodomain adjacent to zinc finger domain protein 2B (Homo sapiens), Q9UIF8; actives 4.4% (n = 360,000); AlphaScreen BAZ2B-H3K14Ac peptide displacement; note: potency is the fitted concentration of half-maximal effect; % is set by controls: 0 for no effect and ±100 for the full control effect; nearly all actives have a fitted effect of over 60% in size
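AlphaScreen displacement: compounds (up to 110uM) incubated 30 min at room temperature with a preformed 50 nM BAZ2B/50 nM biotinylated H3K14Ac peptide complex in PBS pH 7.4 with Tween-20. Donor and acceptor beads at 10 ug/mL final added, 20 min light-protected before reading.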
Pol eta inh: qHTS for Inhibitors of Polymerase Eta | Potency, µM (doses to about 114 µM), for inactives: top-dose activity change, negative = inhibition, hits mostly inhibitors | actives 1.2% (n = 390,000) | DNA polymerase eta (Homo sapiens), Q9Y253 | recombinant Pol eta, fluorescent DNA replication assay; note: potency is the fitted concentration of half-maximal effect; % is set by controls: 0 for no effect and ±100 for the full control effect
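Pol eta at 10 nM preincubated with compounds 15 min at room temperature; reaction started with fluorescent substrate (50 nM final) and read kinetically at 0 and 10 min.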
HP1b binding inh: HTS for Inhibitors of HP1-beta Chromodomain Interactions with Methylated Histone Tails | AID 540317, 2011 | AlphaScreen HP1-beta / biotin-H3K9me3 peptide binding | Chromobox protein homolog 1 (Homo sapiens), P83916 | actives 0.56% (n = 390,000) | Potency, µM (doses to about 114 µM), inactives show top-dose activity change, negative = inhibition, most hits filed as inhibitors; note: potency is the fitted concentration of half-maximal effect; nearly all actives have a fitted effect of over 70% in size; inactives centre near 23
Target sequence (P83916 whole entry, looked up): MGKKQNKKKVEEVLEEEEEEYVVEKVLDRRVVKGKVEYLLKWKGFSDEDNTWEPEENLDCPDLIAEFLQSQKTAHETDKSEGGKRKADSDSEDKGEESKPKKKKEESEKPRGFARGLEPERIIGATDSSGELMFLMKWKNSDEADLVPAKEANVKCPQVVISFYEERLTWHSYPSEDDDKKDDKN
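Compound inhibition of the preformed complex between 50 nM HP1-beta and 50 nM biotinylated H3K9me3 peptide was read by AlphaScreen. Buffer was PBS pH 7.4 with 0.01% Tween-20. Incubations ran 30 min at room temperature, with 10 ug/mL donor/acceptor beads.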
Pin1 inhibitor: qHTS Assay to Find Inhibitors of Pin1 | Peptidyl-prolyl cis-trans isomerase NIMA-interacting 1 (Homo sapiens), Q13526 | Pin1 FP peptide displacement, HiFluor488, 10 min | Potency, µM (doses to about 115 µM), for inactives: at the top dose activity, negative = inhibition, hits mostly inhibitors | actives 0.009% (n = 390,000); active = well fitted inhibition curve with a large enough effect in the polarisation, with a control signal flat, not every such curve was filed as active; inconclusive = small, poorly fitted or top-dose-only effect, or effect the other way, or a change in a side signal; inactive = no such curve, though single readings can be large or run the other way; the % refers to the polarisation; note: potency is the fitted concentration of half-maximal effect; % is set by controls: 0 for no effect and ±100 for the full control effect
GLS inhibitor: qHTS for Inhibitors of Glutaminase (GLS); GLS enzymatic activity, qHTS titration; Potency, µM (series often up to 45.5 µM), inactives show at the top dose activity change, negative = inhibition, actives largely listed as inhibitors; actives 0.21% (n = 410,000); AID 624170, 2012; note: potency is the fitted concentration of half-maximal effect; % is set by controls: 0 for no effect and ±100 for the full control effect
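hKGA in 45 mM KH2PO4 pH 8.2, 0.02% Tween-20 with pin-transferred compounds; 1 mM L-glutamine (stock) plus glutamate oxidase/HRP/Amplex Red coupling added. Fluorescence read initially and after 30 min at RT.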
JMJD2A Tudor inh: qHTS Assay for Inhibitors of JMJD2A-Tudor Domain; actives 4.4% (n = 390,000); AID 504339, 2011; AlphaScreen JMJD2A-Tudor / H3K4me3 peptide binding; Potency, µM (highest dose often 114 µM), inactives show at the highest dose activity change, negative = inhibition, hits mostly inhibitors; note: potency is the fitted concentration of half-maximal effect; % is set by controls: 0 for no effect and ±100 for the full control effect; nearly all actives have a fitted effect of over 50% in size
G9a block: qHTS Assay for Inhibitors of Histone Lysine Methyltransferase G9a; Potency, µM (highest dose often 102 µM), inactives show top-dose activity, negative = inhibition, actives largely listed as inhibitors; G9a H3K9 monomethylation, AlphaScreen, 2 h; actives 8.8% (n = 350,000); AID 504332, 2011; Histone-lysine N-methyltransferase EHMT2 (Homo sapiens), Q96KQ7; note: potency is the fitted concentration of half-maximal effect; % is set by controls: 0 for no effect and ±100 for the full control effect; nearly all actives have a fitted effect of over 75% in size
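G9a (20 nM) was preincubated 15 min with compound, then reacted 2 h at room temperature with 500 nM biotin-H3K9 peptide and 20 µM SAM. Monomethyl-H3K9 detected by AlphaScreen using anti-H3K9me1 antibody.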
PI4K2A inh: qHTS for small molecular inhibitors of PI4K2A | Phosphatidylinositol 4-kinase type 2-alpha (Homo sapiens), Q9BTU6 | purified PI4K2A, ADP-Glo luminescence, 1 h; stronger effect = lower value | activity change, negative = inhibition, % at 76.9 µM | actives 0.13% (n = 420,000) | AID 1346378, 2018; in the data active = activity change below about -50%; inconclusive = mostly about -30% to -49%;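 note: -100% = wells without enzyme as full effect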
Target sequence (Q9BTU6 whole entry, looked up): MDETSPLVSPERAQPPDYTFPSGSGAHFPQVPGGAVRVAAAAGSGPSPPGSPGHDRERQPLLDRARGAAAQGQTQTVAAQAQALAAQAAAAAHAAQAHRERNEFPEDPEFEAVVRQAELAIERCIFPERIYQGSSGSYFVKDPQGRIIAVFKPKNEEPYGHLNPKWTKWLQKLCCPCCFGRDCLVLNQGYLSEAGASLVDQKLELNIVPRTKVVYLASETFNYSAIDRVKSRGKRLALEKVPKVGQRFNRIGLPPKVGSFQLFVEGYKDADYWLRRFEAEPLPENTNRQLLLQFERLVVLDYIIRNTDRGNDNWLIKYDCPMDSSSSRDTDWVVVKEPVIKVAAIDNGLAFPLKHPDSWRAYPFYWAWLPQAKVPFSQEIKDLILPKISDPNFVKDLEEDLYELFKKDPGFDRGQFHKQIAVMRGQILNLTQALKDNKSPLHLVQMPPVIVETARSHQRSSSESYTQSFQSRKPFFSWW
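PI4K2A activity was measured by ADP-Glo luminescence: enzyme (4 ug/mL stock) and phosphatidylinositol (1.2 mM stock) in Tris pH 7.5/MgCl2/EGTA/Triton X-100 buffer were reacted with ATP (300 microM stock) for one hour at ambient temperature.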
PGK inhibitor: qHTS Assay to Find Inhibitors of Phosphoglycerate Kinase | Potency, µM (highest dose often 57.5 µM), inactives show at the top dose activity change, negative = inhibition, usual class: inhibitors | AID 602233, 2012 | PGK/GAPDH coupled, Kinase-Glo luminescence, 60 min | Phosphoglycerate kinase, glycosomal (Trypanosoma brucei brucei), P07378 | actives 0.043% (n = 380,000); note: potency is the fitted concentration of half-maximal effect; % is set by controls: 0 for no effect and ±100 for the full control effect; nearly all actives have a fitted effect of over 60% in size
Target sequence (P07378 whole entry, looked up): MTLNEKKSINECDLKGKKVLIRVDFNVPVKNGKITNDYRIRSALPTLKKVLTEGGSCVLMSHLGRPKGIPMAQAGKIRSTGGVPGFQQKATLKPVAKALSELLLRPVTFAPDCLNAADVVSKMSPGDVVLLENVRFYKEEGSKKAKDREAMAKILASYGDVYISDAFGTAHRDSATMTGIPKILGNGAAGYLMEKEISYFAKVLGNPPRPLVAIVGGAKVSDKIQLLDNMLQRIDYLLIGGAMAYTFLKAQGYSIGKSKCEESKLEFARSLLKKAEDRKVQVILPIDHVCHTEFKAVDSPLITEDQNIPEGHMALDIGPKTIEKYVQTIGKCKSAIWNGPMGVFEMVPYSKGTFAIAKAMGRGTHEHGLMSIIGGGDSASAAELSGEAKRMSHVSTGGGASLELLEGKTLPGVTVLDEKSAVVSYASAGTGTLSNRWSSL
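Recombinant glycosomal PGK reaction used 1,3-bisphosphoglycerate generated in-well by GAPDH (100nM final) in 100mM TEA pH 7.6, 5mM MgCl2, 0.01% Tween-20. After 60 minutes at room temperature, ATP was read by Kinase-Glo Plus luminescence end-point.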
The depositor's hits bear a star; i = inactive; ? = inconclusive; . = not tested or not shown; & = joins results of further samples; [ ] = another dose, or the depositor's remark. Unless noted, calls come from the whole dose curve; as a rule, active = well fitted curve in the direction sought with a large enough effect; inconclusive = small, poorly fitted or top-dose-only effect, or another doubt; inactive = no such curve, though single readings can be large; an effect the other way counts as inactive or inconclusive.

BAZ2B block,Pol eta inh,HP1b binding inh,Pin1 inhibitor,GLS inhibitor,JMJD2A Tudor inh,G9a block,PI4K2A inh,PGK inhibitor,smiles
-10%,-17%,25%,1%,8%,7%,10%[12.7 µM],-2,9%,CCOc1ccc(CNC(=O)c2ccc3oc(=O)n(Cc4ccccc4)c3c2)cc1
5%,-18%,22%,4%,5%,-19%,7%,-1,-14%,COc1cccc(NC(=O)CN(C)C(=O)CCNC(=O)c2ccc(Br)cc2)c1
1%,-9%,39%[activator],-2%,1%,9%,17%[59 µM],2,2%,O=C(NCCc1ccc(Cl)cc1)C1CCCN(S(=O)(=O)N2CCCCCC2)C1 (stereo not drawn)
-17%,-6%,24%,-6%,-4%,-17%,-10%,0,-2%,COc1ccc(N(CC(=O)NC2CC3CCC2C3)S(=O)(=O)c2ccc(C)cc2)cc1 (stereo not drawn)
?,-23%,?,1%,-1%,1µM*,56µM*,5,i,Brc1ccccc1OCCCN1CCCCCC1
4%,7%,18%,3%,-17%,-19%,?,5,i,CCOc1ccc(NC(=O)CSc2nnc(C3CC3)n2N)cc1
-1%,-7%,32%,1%,-13%,-20%,-22%,4,i,COC(=O)c1cccc(C(=O)N2CCCC(CNC(=O)c3ccccc3Cl)C2)c1 (stereo not drawn)
3%,-19%,30%,0%,6%,-2%,-10%,4,2%,N#Cc1ccc(OCC(=O)OCC(=O)NCCC2=CCCCC2)cc1
-12%,-5%,34%,1%,14%,-15%,79µM*,-7,7%,Cc1cc(CN2CCCC(CNC(=O)c3ccc(F)cc3)C2)cc(C)c1O (stereo not drawn)
-12%[57.1 µM],-13%,33%,-14%,-6%,-3%,19%,4,-7%,CC1Sc2ccc(S(=O)(=O)CCC(=O)N3CCCCC3)cc2NC1=O (stereo not drawn)
.,1%,12%,-1%,2%,-18%,.,-4,1%,O=C(COc1ccc(-n2cnnn2)cc1)Nc1ccc(Br)cc1F
-32%&-28%,-19%&6%,14%&17%,3%&-4%,-5%&3%,-16%&-21%,-9%,8&2,0%,O=C(Nc1ccc(F)c(Cl)c1)C1CCCN(c2cnccn2)C1 (stereo not drawn)
-6%,-11%,-8%,4%,-3%,-16%,5%,-8,-5%,O=C(O)C1CCN(c2ccc(Cl)nn2)CC1
-6%,5%,19%,-6%,13%,-13%,.,-1,1%,CCN1CCN(C(=O)/C(=C/c2cccs2)NC(=O)c2ccc(C)c(C)c2)CC1
?,-9%,27%,?,11%,-10%,?,1,4%,C=CCOC(=O)C1=C(C)NC(C)=C(C(=O)OCC=C)C1c1ccco1
-1%,-17%,36%,1%,-7%,3%,3%,6,i,C=CCOc1cccc(C2C(C(=O)c3cccs3)=C(O)C(=O)N2Cc2cccnc2)c1 (stereo not drawn)
-3%,8%,15%,0%,2%,-12%,-5%,-10,-3%,Cc1ccccc1-n1c(C)c(C#N)c(=O)c(-[n+]2ccccc2)c1[S-]
15%,-20%,21%,-1%,0%,-15%,-23%,6,-6%,CN(C)C=Nc1ncc2c([nH]c3ccccc32)c1C#N
4%,-1%,10%,0%,-1%,-18%,16%,-19,-3%,Cc1c(C(=O)Nc2ccccc2)csc1-c1ccccc1
-4%,-10%,20%,5%,8%,-22%,33%[12.7 µM],-1,-8%,CCN(CC)CCC(c1ccc2c(c1)OCO2)c1c(OC)cc(OC)c2ccc(=O)oc12 (stereo not drawn)
35µM*,?,-34%,?,15%,?,?,-9,-2%,CCN1C=C(Cc2cccs2)C2=C(C1)C(c1cccs1)C(C#N)=C(N)O2 (stereo not drawn)
?,-21%,17%,-6%,3%,-22%,.,-9,-6%,O=C(Nc1ccccc1)C1=C(O)CC(c2ccco2)CC1=Nc1ccccc1 (stereo not drawn)
-35%,-1%,-30%,-1%,-4%,22µM*,1.1µM*,2,-8%,Cc1ccc(-c2n[nH]c(=S)n2/N=C/c2cccn2C)cc1
7%,-7%,28%,1%,-8%,14%,7%[12.7 µM],8,-6%,Cc1cc(NCCN2CCOCC2)n2c(nc3ccccc32)c1C#N

Single records, as listed above.
O=C(Nc1ccc(F)c(Cl)c1)C1CCCN(c2cnccn2)C1 (stereo not drawn) as listed: BAZ2B block = -32%&-28%; Pol eta inh = -19%&6%; HP1b binding inh = 14%&17%; Pin1 inhibitor = 3%&-4%; GLS inhibitor = -5%&3%; JMJD2A Tudor inh = -16%&-21%; G9a block = -9%; PI4K2A inh = 8&2; PGK inhibitor = 0%
CCN1CCN(C(=O)/C(=C/c2cccs2)NC(=O)c2ccc(C)c(C)c2)CC1 as listed: BAZ2B block = -6%; Pol eta inh = 5%; HP1b binding inh = 19%; Pin1 inhibitor = -6%; GLS inhibitor = 13%; JMJD2A Tudor inh = -13%; G9a block = .; PI4K2A inh = -1; PGK inhibitor = 1%

Continuation:
BAZ2B block,Pol eta inh,HP1b binding inh,Pin1 inhibitor,GLS inhibitor,JMJD2A Tudor inh,G9a block,PI4K2A inh,PGK inhibitor,smiles
-2%,-14%,18%,-4%,-17%,-19%,-29%,0,-1%,CC(NC(=O)C1CCN(S(=O)(=O)N2CCC3(CC2)OCCO3)CC1)c1ccccc1 (stereo not drawn)
-32%,-18%,50%[activator],?,-3%,1%,11%[59 µM],1,2%,COc1cc(C(=O)NCC(c2ccc(Cl)cc2)N2CCOCC2)cc(OC)c1OC (stereo not drawn)
-9%,-15%,48%[activator],0%,-1%,-2%,13%,-1,3%,CC(=O)Nc1ccc(S(=O)(=O)N2CCC(C(=O)NCCC(=O)Nc3nccs3)CC2)cc1
-23%,-12%,16%,-1%,-2%,-17%,8%,-3,.,COc1ccc(-n2c(=O)[nH]c3c(C(N)=O)nc(C4CCCCC4)nc32)cc1
-1%,-6%,34%,-2%,-8%,-10%,23%,4,-2%,O=C(NCc1ccc2c(c1)OCO2)c1ccc(S(=O)(=O)N2CCOCC2)cc1
-8%,-2%,1%,-2%,-14%,-19%,24%[12.7 µM],-7,0%,S=C(NC1CCCCC1)N1CCc2[nH]c3ccccc3c2C1
-13%,7%,11%,-3%,25%,-16%,-1%,-1,0%,O=C(NN=C1CCCC1)c1cccc(O)c1
2%,0%,16%,-6%,-1%,-9%,?,2,5%,CCS(=O)(=O)N1CCN(Cc2nc3ccccc3c(=O)[nH]2)CC1
-2%,-15%,13%,-1%,0%,-6%,7%,-5,-2%,COc1ccc(-n2nc(C(=O)NCC(=O)NCCc3ccc(OC)c(OC)c3)c3ccccc3c2=O)cc1
5%,2%,58%[activator],2%,1%,-14%,-24%,-4,-5%,COc1cc(OC)cc(-c2cc3nc(C)c(CCC(=O)O)c(C)n3n2)c1
-15%,-23%,35%,4%,-1%,-17%,?,-3,4%,COc1ccc(CCNC(=O)c2ccc3c(c2)CCN3S(=O)(=O)c2ccccc2)cc1OC
4%,-15%,15%,-3%,-5%,-8%,9%[59 µM],6,-2%,COc1ccc(CNCc2ccc(C(=O)O)s2)cc1
.,-22%,31%,-1%,0%,-14%,.,1,5%,C#Cc1ccc([C@@H]2C=C(C(=O)NC3CC3)O[C@H](OCc3ccc(CO)cc3)C2)cc1
-1%,-9%,34%,-12%,-4%,-19%,-11%,7,i,CNC(=O)CN(Cc1ccccc1)S(=O)(=O)c1ccc(Cl)cc1
-4%,-18%,30%,17%,0%,-3%,1%,-3,0%,O=C(COC(=O)C1CCN(S(=O)(=O)c2cccs2)CC1)Nc1ccccc1Br
60%[activator],-9%,55%[activator],?,-1%,43%[activator],2%[59 µM],-5,i,COc1ccc(CC(=O)O/N=C(\N)Cc2cccc3ccccc23)cc1
.,2%,14%,-15%,-10%,-15%,8%,-5,7%,Cc1ccc(C(=O)NNC(=O)c2ccc(C)cc2)cc1
.,-23%,30%,-1%,8%,-4%,.,2,2%,Nc1nc2ccccc2n1/N=C/c1cccnc1
-3%,-7%,31%,7%,6%,-20%,20%,-3,-10%,CCn1cc(CN2CCC(n3nccc3NC(=O)CCCc3ccccc3)CC2)c(C)n1
-28%,-6%,12%,-1%,5%,-23%,-6%[59 µM],1,4%,CC(=O)N1c2ccccc2C(=O)C1N1CCN(c2ccc(F)cc2)CC1 (stereo not drawn)
-2%,3%,47%[activator],-3%,1%,-10%,1%,1,4%,O=C(O)c1ccccc1C(=O)Nc1ccc(S(=O)(=O)N2CCCC2)cc1
7%,-14%,29%,18%,?,-15%,-4%[12.7 µM],15,-9%,NC(=O)c1ccsc1NC(=O)c1nc(-c2ccccc2)n(-c2ccccc2)n1
-8%,-11%,26%,-9%,-8%,0%,-6%[12.7 µM],4,i,COc1ccccc1CN(C)C(=O)c1ccc(S(=O)(=O)NCc2ccco2)cc1
79µM*,-16%,20%,5%,1%,-26%,-33%[0.501 µM],-1,-6%,COc1ccc(-c2sc3cc(OC)c(OC)cc3c2C#CC2(O)CCCCC2)cc1
0%,-7%,40%[activator],-7%,-4%,-14%,5%,-2,6%,CCCSCCCNC(=O)CC1Oc2ccccc2NC1=O (stereo not drawn)

A portion of the library. The share of hits here may be higher or lower than overall.
